TbPYK inhibitor = blocks Trypanosoma brucei pyruvate kinase; Q57TT1; TbPYK enzyme, Kinase-Glo Plus ATP luminescence, 45 min; Potency, µM (doses to about 76.8 µM), for the others: top-dose activity, negative = inhibition, actives largely listed as inhibitors; hit rate 0.12% among 410,000; further: potency means the concentration at half of the fitted maximal effect; on the % scale 0 is the no-effect control and ±100 the full control effect; nearly all actives have a fitted effect of over 50% in size
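Screened from lowest to highest concentration, compounds were pinned into TbPYK/substrate mixtures, and ADP (130 uM final) was added. Plates sat at room temperature for 45 min prior to Kinase-Glo Plus detection by luminescence.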
AMA1-RON2 inh = AMA1-RON2 (P. falciparum) interaction inhibition; AlphaScreen AMA1-biotinylated RON2 peptide binding; AID 720542; Potency, µM (titrated, usually from 58.2 µM), for the others: at the highest dose activity change, negative = inhibition, usual class: inhibitors; hit rate 0.2% among 360,000;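 further: potency means the concentration at half of the fitted maximal effect; 0% = vehicle wells and -100% = peptide control; nearly all actives have a fitted effect of over 45% in size; some results filed as inactive show a strong effect at the top dose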
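AMA1 (3D7) with his tag at 25 nM final met compounds first, then biotinylated RON2 peptide at 25 nM; detection used donor plus acceptor beads, 10 µg/mL apiece, read by AlphaScreen after 30 min at room temperature.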
CHX counter = counter-screen for Shiga toxin inhibitors: cycloheximide protein synthesis inhibition; cell reporter, cycloheximide protein synthesis inhibition counterscreen; max response, %; hit rate 12% among 300,000; in the data active means max response mostly above about 13%, no sharp cut-off; inactive means mostly below about 14%; further: read at 38.3 µM for the half of the compounds with a filed dose; 0% is about no effect
LmPK inh = inhibitors of Leishmania mexicana pyruvate kinase; Q27686; hit rate 0.37% among 290,000; Potency, µM (titrated, usually from 57.5 µM), for the others: top-dose activity change, negative = inhibition, usual class: inhibitors; AID 1721; purified LmPK, Kinase-Glo ATP luminescence, 1 h; further: potency means the concentration at half of the fitted maximal effect; on the % scale 0 is the no-effect control and ±100 the full control effect
Target sequence (Q27686 whole entry, looked up): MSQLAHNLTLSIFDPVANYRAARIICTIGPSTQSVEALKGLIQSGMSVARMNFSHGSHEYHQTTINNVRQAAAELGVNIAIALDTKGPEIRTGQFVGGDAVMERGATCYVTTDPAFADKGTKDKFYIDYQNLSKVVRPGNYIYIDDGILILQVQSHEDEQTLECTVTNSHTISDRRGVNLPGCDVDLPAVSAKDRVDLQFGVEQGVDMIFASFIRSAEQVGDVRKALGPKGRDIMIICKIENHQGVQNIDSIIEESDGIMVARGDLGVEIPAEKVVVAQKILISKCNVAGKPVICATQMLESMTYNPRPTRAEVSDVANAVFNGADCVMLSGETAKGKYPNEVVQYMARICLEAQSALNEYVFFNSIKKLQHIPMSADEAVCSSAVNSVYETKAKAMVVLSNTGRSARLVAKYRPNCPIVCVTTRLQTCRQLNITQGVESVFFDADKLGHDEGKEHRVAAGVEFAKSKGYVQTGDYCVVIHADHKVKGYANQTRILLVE
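Kinase-Glo luminescence read after 1 h RT reaction of 0.1 nM LmPK with 0.5 mM PEP and 0.1 mM ADP. Activity scaled between uninhibited and enzyme-free controls.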
Shiga toxin inh = inhibitors of Shiga toxin in Vero cells | Vero cells, Shiga toxin protein synthesis inhibition reporter | inhibition, % at 38.7 µM | hit rate 9.2% among 290,000 | AID 2315; in the data active means inhibition mostly above about 28%, no sharp cut-off; inactive means mostly below about 43%; further: 0% is about no effect
Pf growth 96h = P. falciparum growth inhibition at 96 hours | AID 504834 | Potency, µM (doses to about 28.7 µM), for the others: at the top dose activity change, negative = inhibition, usual class: inhibitors | hit rate 6.9% among 320,000 | P. falciparum luciferase reporter growth, 96 h; further: potency means the concentration at half of the fitted maximal effect; on the % scale 0 is the no-effect control and ±100 the full control effect
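P. falciparum expressing integrated firefly luciferase grown in erythrocytes (2% hematocrit, 0.05% parasitemia final) with compounds for 96 hours at 37 C, 5% CO2. Growth inhibition read as loss of luminescence after adding luciferase detection reagent.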
Pf growth 48h = inhibits P. falciparum growth in the first generation, 48 h; P. falciparum luciferase growth in erythrocytes, 48 h; Potency, µM (top dose mostly 28.7 µM), inactives show at the highest dose activity change, negative = inhibition, usual class: inhibitors; hit rate 5.9% among 310,000; further: potency means the concentration at half of the fitted maximal effect; on the % scale 0 is the no-effect control and ±100 the full control effect
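Compounds are pin-transferred into medium, infected erythrocytes (2% hematocrit, 0.1% parasitemia final) are added, and plates sit one parasite generation at 37 C in 5% CO2. Detection reagent is then added and luminescence measured.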
Starred values were filed as active, the others as inactive; ? = inconclusive; nt = not tested or not shown; & = joins results of further samples; [ ] = another dose, or the depositor's remark. Unless noted, the call rests on the fitted dose curve; in most records, active means well fitted curve in the direction sought with a large enough effect; inconclusive means small, poorly fitted or top-dose-only effect, or another doubt; inactive means no such curve, though single readings can be large; an effect the other way counts as inactive or inconclusive. Compounds were not picked by outcome. About 21% of those tested had a hit in this group.

SMILES | TbPYK inhibitor | Pf growth 96h | CHX counter | Pf growth 48h | Shiga toxin inh | AMA1-RON2 inh | LmPK inh
CCOc1ccc(NS(=O)(=O)c2ccc3[nH]c(=O)cc(C(=O)O)c3c2)cc1 | 4.0% | -5.9% | -0.5 | 1.9% | -10.3 | -7.2% | 1.4%
Nc1c(-c2ccccc2)c(CSc2nc3ccccc3[nH]2)nn1-c1ccc(Cl)cc1 | -6.8% | ? | 3.9 | -33.3% | 21.1 | -1.2% | -5.1%
Cc1ccc(SCc2cc(=O)n3[nH]cnc3n2)cc1 | 3.9% | -22.2% | -1.5 | 9.3% | 1.2 | 5.0% | -4.6%
CC(=O)c1cccc(NC(=O)Nc2ccc3c(c2)N(C)C(=O)CS3)c1 | -9.2% | -7.7% | -1.0 | ? | -6.1 | -4.6% | 7.1%
C=C(C)c1cccc(C(C)(C)NC(=O)N2CCN(c3ccccc3)CC2)c1 | -5.2% | -20.6% | -2.4 | -5.8% | 10.9 | -0.1% | 10.8%
COc1cccc(C(=O)/C=C/Nc2ccc(S(=O)(=O)Nc3cccc(C(C)=O)c3)cc2)c1 | -0.3% | ? | 57.0* | -72.8% | 96.7* | -7.8% | 5.2%
CCOC(=O)C1CCCN(Cc2nc(N)nc(Nc3ccc(Cl)cc3)n2)C1 (configuration not stated) | -4.5% | nt | -3.0 | ? | -2.5 | -6.0% | -1.2%
C/C(=N/NC(=O)CSc1nc2ccccc2n1C)c1ccncc1 | 5.3% | -0.1% | -8.6 | ? | -12.2 | 111.8%[activator] | 4.5%
Clc1ccc(-c2c[n+](Cc3ccc(Cl)cc3Cl)c3n2CCCCC3)cc1 | -12.3% | 0.165µM* | -0.7 | 1.65µM* | 0.6 | -3.2% | 4.4%
C=CCn1c(SCC(N)=O)nc2scc(-c3ccc(C)o3)c2c1=O | -11.9% | 2.4% | 45.0* | 140.6%[activator] | 85.4* | 31.8% | -16.1%
c1ccc(C2[C@H]3CN(CC4CCCCC4)[C@H](c4ccccc4)C34CC2(c2ccccc2)C4)cc1 (some centres not stated) | 0.0% | ? | -3.0 | ? | 13.2 | -19.9% | -5.0%
COc1c(OC)c2[nH]c(=O)cc3c4ccccc4n(c1=O)c23 | 0.5% | 35.5%[activator] | nt | -17.3% | nt | 3.6% | nt
COc1cccc(NC(=O)COC(=O)C2CC(=O)N(c3ccc(C)cc3)C2)c1 (configuration not stated) | 0.0% | 20.4% | nt | 34.4%[activator] | nt | -6.2% | nt
Cc1nn2c(N)c(-c3ccccc3)cnc2c1-c1ccc(Cl)cc1 | 0.0% | -21.0% | 38.5* | -12.0%[0.00184 µM] | 111.6* | 73.2%[activator] | -3.4%
COc1ccc(OCCCN(C)Cc2ccccc2)cc1 | -3.6% | 13.8% | -2.6 | ? | nt | -10.7% | -1.8%
CSc1ccc(S(=O)(=O)NCc2ccc(C)cc2)cc1 | -1.6% | 17.6% | 4.3 | nt | -11.2 | 40.2%[activator] | 1.2%
O=C(O)c1nn(-c2ccccc2C(F)(F)F)cc1O | -27.8% | 19.9% | 1.5 | ? | -5.2 | 14.1% | 1.8%
CCOc1c2ccc(C(=O)NCC34CC5CC(CC(C5)C3)C4)cc2nn1CC | 3.0% | ? | 1.8 | -33.1% | -3.7 | ? | 6.0%
Cc1cc2nc(-c3ccc(NC(=O)C(C)C)cc3)oc2cc1C | -4.2% | nt | 54.4* | 300.4%[activator] | 79.9* | 5.5% | -17.6%
COc1ccc(CNC(=O)[C@H](C)NC(=O)[C@@H]2Cc3ccccc3CN2)cc1 | 4.4% | 19.9% | 1.7 | -1.2% | -2.7 | 21.3% | 2.1%
Cc1cc(Oc2ccc(-c3ccccc3)cc2)n2ncnc2n1 | 1.1% | -4.7% | 0.8 | nt | -12.4 | 29.1% | -0.4%
COc1ccc(CCN(C)C/C=C/c2ccccc2)cc1OC | 4.7% | 0.0% | -1.7 | ? | -6.7 | -21.0% | -5.7%
Cc1cc(C)cc(NC(=O)C2C3C=CC(O3)C2C(=O)O)c1 (configuration not stated) | 3.4% | 6.9% | -2.7 | 0.7% | -7.1 | -10.3% | 3.0%
COc1ccc(S(=O)(=O)N2CCOCC2)cc1NC(=O)CCCOc1ccc(Cl)cc1C | 0.1% | ? | nt | ? | nt | -15.4% | nt
C/C(=N\NC(=O)COc1cccc(C)c1)c1ccc2ccccc2c1O | 7.8% | 2.62µM* | -1.3 | ? | 6.7 | 112.9%[activator] | -1.2%
COc1ccc(C(=O)NC(=S)N2C[C@H]3C[C@H](C2)c2cccc(=O)n2C3)cc1 | -5.4% | -26.8% | 0.8 | 32.5%[activator] | 1.9 | 76.0%[activator] | -0.5%
CCOc1ccccc1N(CC(=O)N1CCCC1)S(C)(=O)=O | 3.5% | -6.2% | -0.6 | -1.3% | nt | 3.4% | 0.2%
O=C1c2ccccc2C(=O)c2c1ccc(O)c2O | -21.2%&-2.0% | 16.1% | nt | -3.6% | nt | 0.0% | nt
C/C(=N\NC(=O)C(=O)Nc1c(C)n(C)n(-c2ccccc2)c1=O)c1ccc(Cl)s1 | -2.7% | 19.7% | -1.5 | 12.4% | -2.1 | 15.5% | 0.0%
O=C1c2cccc3cccc(c23)C(=O)N1OS(=O)(=O)c1ccccc1 | 0.9% | -11.1% | -1.1 | ? | 38.3 | 2.0% | 7.6%

Reprinted from the part before: 2 entries, then new ones.
SMILES | TbPYK inhibitor | Pf growth 96h | CHX counter | Pf growth 48h | Shiga toxin inh | AMA1-RON2 inh | LmPK inh
C/C(=N\NC(=O)C(=O)Nc1c(C)n(C)n(-c2ccccc2)c1=O)c1ccc(Cl)s1 | -2.7% | 19.7% | -1.5 | 12.4% | -2.1 | 15.5% | 0.0%
O=C1c2cccc3cccc(c23)C(=O)N1OS(=O)(=O)c1ccccc1 | 0.9% | -11.1% | -1.1 | ? | 38.3 | 2.0% | 7.6%
COC(=O)c1cc(NC(=O)/C=C/c2ccc3c(c2)OCO3)cc(C(=O)OC)c1 | 2.5% | -26.9% | -2.1 | -3.1% | -2.4 | 2.8% | 1.6%
CCc1ccccc1N(CC(=O)NCC1CCCO1)C(=O)CCC(=O)Nc1nccs1 (configuration not stated) | -7.4% | ? | -4.7 | 3.5% | -6.9 | 4.0% | -0.1%
CCOC(=O)c1cc2c(s1)-c1c(C)cccc1OC2 | 1.6% | ? | 50.7* | nt | 168.3* | 275.2%[activator] | 5.7%
CN1CCN(c2nc(-c3ccccc3)ncc2S(C)(=O)=O)CC1 | 7.3% | 2.0% | -3.1 | nt | -10.8 | -10.4% | 0.0%
COc1ccc(CN(CCC#N)CCC2(c3ccccc3)CC(C)N(C)CC2C)cc1OC (configuration not stated) | 4.6% | ? | -1.7 | ? | 3.2 | 0.9% | 2.9%
Cn1ncc(Cl)c1C(=O)Nc1ccc2c(c1)CCC2 | -5.2% | 12.9% | 43.7* | 17.2% | 76.6* | 7.9% | -6.9%
CN1CCN(CCC2Oc3cc([N+](=O)[O-])ccc3NC2=O)CC1 (configuration not stated) | 5.7% | ? | -1.1 | 26.4% | -9.7 | 5.7% | 1.5%
Cc1cccc2cc(C#N)c(SCC(=O)N3CCC(C)CC3)nc12 | -7.3% | 5.4% | 5.4 | ? | 2.8 | 6.9% | 2.5%
Cc1cc(C)n2nc(SCC(=O)NC(=O)c3ccccc3Cl)nc2n1 | -1.9% | 24.1% | nt | 4.1% | nt | -2.8% | nt
Nc1nonc1-n1nnc(C(=O)N/N=C/c2ccc(OCc3ccccc3)cc2)c1CN1CCCCC1 | 1.7% | 18.4% | 12.5 | 8.7% | -2.7 | -6.3% | -0.8%
C1=CN2CCC1C(c1ccccc1)C2 (configuration not stated) | 24.3% | -8.3% | -2.5 | 13.6% | -21.8 | 7.0% | 5.0%
CCOc1ccc2oc(C(=O)NCC(c3ccco3)N(C)C)c(C)c2c1 (configuration not stated) | -3.8% | ? | nt | 0.2% | nt | -10.5% | nt
CC(C)(C)OC(=O)N1CCC(CNC(=O)c2ccc(F)cc2)CC1 | -10.4% | 12.8% | -2.4 | 1.65µM* | -11.6 | -5.1% | 1.7%
Cc1ccc(S(=O)(=O)CCC(=O)OCC(=O)NC(N)=O)cc1 | -3.1% | 3.3% | -3.2 | 2.2% | -7.1 | -10.6% | 2.4%
Cc1n[nH]c(=S)n(NC(=O)/C=C/C(=O)Nn2c(=S)[nH]nc(C)c2=O)c1=O | -13.0% | 46.5%[activator] | -1.5 | 2.3% | -6.8 | -25.0% | -1.4%
CCN(CC)C(=O)CCC(=O)Nc1ccc(C(=O)OC)cc1 | 4.1% | 67.1%[activator] | 0.6 | 24.1% | 17.8 | -21.0% | 0.1%
O=C(NC(=S)Nc1cc(Cl)ccc1N1CCOCC1)c1ccc(-c2cccc(Cl)c2)o1 | -6.6% | 40.9%[activator] | 1.0 | -1.8% | -3.6 | 6.9% | -1.9%
CCOC(=O)c1ccc(Nc2c(CC)c(C)nc3ncnn23)cc1 | 1.4% | -28.5% | -0.7 | -8.5% | -2.5 | -0.3% | -6.3%
COC(=O)c1nc(-n2nc(C)cc2C)ccc1Cl | 0.1% | nt | -1.9 | 11.7% | -2.7 | 52.8%[activator] | -0.2%
CCOC(=O)C1(Cc2cccc(F)c2)CCN(C(=O)Cc2cccnc2)CC1 | -2.2% | 5.0% | -0.8 | 0.2% | -3.6 | -0.7% | 5.3%
Cc1cc(NC(=O)CSCc2nc(-c3cccc(F)c3)oc2C)no1 | -1.3% | ? | 3.4 | nt | 12.7 | -7.4% | 2.0%
CCOc1ccccc1NC(=O)CN1C(=O)C(=O)N(Cc2ccco2)C1=O | 0.5% | -0.3% | -1.5 | 11.7µM* | -5.7 | -1.8% | -4.3%
O=C(NCCN1CCCC1=O)C1CCC(=O)N(CCc2ccc(Cl)cc2)C1 (configuration not stated) | 4.0% | ? | -1.8 | -1.9% | -12.1 | -8.6% | 0.3%
COc1cc(C(F)(F)F)c(C(=O)N(C)Cc2cc(Cl)cc(Cl)c2)cn1 | -3.9% | 1.8% | -3.4 | ? | 11.1 | -10.5% | 0.4%
COc1cccc(-c2csc(NNC(=O)c3cccs3)n2)c1 | -7.0% | ? | 14.6 | -10.7% | 36.3 | 21.3% | -0.4%
c1ccc2cc(CCCc3cc4ccccc4cn3)ncc2c1 | 3.3% | 33.1%[activator] | nt | 41.5%[activator] | nt | -3.2% | nt
NC(=O)CSc1nc2sc(-c3ccccc3)cc2c(=O)n1N | 1.2% | ? | 26.3* | 48.0%[activator] | 33.8 | -2.7% | -3.3%
CCC(=O)Nc1ccc2c(c1)ncn2-c1ccccc1 | -17.9% | 16.3% | 33.4* | 53.7%[activator] | 85.4* | 4.3% | -3.0%
CCOc1ccc(-c2nnc(-c3ccncc3)o2)cc1OCC | -3.8% | 44.4% | 0.1 | -12.2% | 1.3 | -4.0% | 6.1%
CCN(CC)c1ccc(NC(=O)CSc2nc3nc(C)cc(C)c3c(=O)[nH]2)cc1 | -2.9% | 8.8% | nt | -12.5% | nt | ? | nt
